Screens (PubChem BioAssay)
IMP-1 inh = inhibitors of Pseudomonas aeruginosa IMP-1 metallo-beta-lactamase | purified IMP-1, nitrocefin hydrolysis, epi-absorbance fluorescence | inhibition, % at 5.6 µM | hit rate 0.45% among 290,000 | AID 1556;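 active = inhibition above the mean plus 3 SD of all compounds in the same screening run, cut at about 4.5% in these data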;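 note: 0% = IMP-1 with DMSO and 100% = DMSO wells lacking enzyme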
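assay system = purified recombinant IMP-1 metallo-beta-lactamase enzyme | schedule = 15 min preincubation plus 25 min reaction at 25 °C | signal = Epi-absorbance fluorescence, 480 nm excitation, 530 nm emission | read-out basis = percent inhibition from optical density relative to buffer-blank wells | controls = IMP-1 with DMSO as 0%, enzyme-free DMSO as 100%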
PHOSPHO1 block = blocks human PHOSPHO1 phosphatase activity; inhibition, % at 13.3 µM; hit rate 1.1% among 290,000; recombinant PHOSPHO1, absorbance phosphatase assay; Q8TCT1; in the data active = inhibition above about 60%
NS3 helicase inh = blocks Hepatitis C virus NS3 helicase unwinding | NS3 helicase DNA unwinding, Cy5 molecular beacon fluorescence | inhibition, % at 10.9 µM | hit rate 0.56% among 290,000 | AID 1800;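 active = inhibition above the mean of all tested compounds plus 3 SD, set per campaign, cut at about 35% in these data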;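 note: 0% = DMSO wells and 100% = thioflavine S control wells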
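System: NS3 helicase fragment of HCV / Schedule: 1 h at 25 °C / Control set: DMSO alone as 0% and 110 µM thioflavine S as 100% / Reagent: Cy5/quencher beacon DNA duplex and ATP to start / Technique: Cy5 fluorescence / Replication: singlicate / Evaluation: % inhibition of end-to-start signal ratio versus controls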
pCIP destab = p/CIP protein destabilization. Q05BA5. F442A p/CIP-EGFP cells, EGFP fluorescence, 16 h. decrease of EGFP signal, % at 10 µM. hit rate 0.01% among 290,000. AID 1984;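 active = EGFP signal decrease of at least 30% at 10 µM or well 3 SD below plate mean, unless failing retest; inactive = the rest, including hits failing retest or dose response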; note: some compounds called inactive have numbers as strong as hits; many of its hits are not listed in these tables
MEKK3 PB1 HTS = raises or lowers MEK5 binding to the human MEKK3 PB1 domain. Q99759. bead-based flow cytometry, Alexa488-MEK5 binding to MEKK3; actives lie on both sides; 0 = blocked by unlabeled MEK5, 100 = vehicle. binding response (% of control), % at 10 µM. hit rate 1.4% among 290,000. AID 1529;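 active = binding response more than 3 SD above or below the average of its plate-row segment, actives on both sides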;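 note: Alexa488 bead fluorescence after subtracting the streptavidin-only scavenger bead signal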
DNA FID counter = counter-screen for HCV NS3 helicase inhibitors: DNA intercalator displacement. DNA fluorescent intercalator displacement, fluorescence. inhibition, % at 7.9 µM. hit rate 0.17% among 290,000; in the data active = inhibition above about 37%;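 note: 0% = vehicle and 100% = reference compound; higher means more ethidium bromide displaced from hairpin DNA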
IDE cell activ = IDE (human) activation, cell-based; P14735; HEK cells, FAbeta-B cleavage, fluorescence polarization; 0% vehicle, 100% cell-free pure enzyme wells; activation, % at 5.96 µM; hit rate 0.073% among 340,000; AID 493087;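 active = activation above the mean of all tested compounds plus 3 SD, set per screening campaign, cut at about 17% in these data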
Target sequence (P14735 whole entry, looked up): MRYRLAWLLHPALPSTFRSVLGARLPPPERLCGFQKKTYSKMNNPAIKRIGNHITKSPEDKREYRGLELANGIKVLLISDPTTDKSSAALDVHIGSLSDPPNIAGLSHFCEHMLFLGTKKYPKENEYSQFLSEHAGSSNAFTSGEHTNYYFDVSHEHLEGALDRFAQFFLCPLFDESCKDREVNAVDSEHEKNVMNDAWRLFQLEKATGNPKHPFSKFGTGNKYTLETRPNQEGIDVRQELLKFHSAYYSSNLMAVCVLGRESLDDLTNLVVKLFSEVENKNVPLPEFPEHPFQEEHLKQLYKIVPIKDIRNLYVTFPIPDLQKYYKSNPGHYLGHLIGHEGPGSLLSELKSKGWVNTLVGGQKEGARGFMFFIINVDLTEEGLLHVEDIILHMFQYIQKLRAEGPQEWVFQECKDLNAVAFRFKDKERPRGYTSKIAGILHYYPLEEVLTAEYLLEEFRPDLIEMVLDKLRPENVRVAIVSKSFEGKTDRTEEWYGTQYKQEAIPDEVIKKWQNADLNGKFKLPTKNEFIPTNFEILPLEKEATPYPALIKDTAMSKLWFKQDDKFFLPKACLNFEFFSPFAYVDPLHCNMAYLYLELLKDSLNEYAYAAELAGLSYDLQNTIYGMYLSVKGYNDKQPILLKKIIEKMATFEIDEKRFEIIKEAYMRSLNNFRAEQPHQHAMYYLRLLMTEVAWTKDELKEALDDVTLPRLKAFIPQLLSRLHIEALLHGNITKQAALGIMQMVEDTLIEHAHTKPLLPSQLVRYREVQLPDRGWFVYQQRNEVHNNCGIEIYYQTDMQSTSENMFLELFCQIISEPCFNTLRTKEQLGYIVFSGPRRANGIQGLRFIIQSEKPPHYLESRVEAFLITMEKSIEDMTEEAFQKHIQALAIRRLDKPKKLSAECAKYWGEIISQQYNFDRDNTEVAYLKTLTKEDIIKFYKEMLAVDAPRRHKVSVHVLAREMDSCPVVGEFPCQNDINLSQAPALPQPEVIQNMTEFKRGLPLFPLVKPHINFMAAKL
UBC9 SUMO inh = inhibitors of human SUMOylation (UBC9); inhibition, % at 35 µM; HTRF SUMOylation assay, SAE1/SAE2 + UBC9, in vitro; AID 2006; hit rate 0.36% among 290,000; in the data active = inhibition above about 50%, passing the limit was not always enough; note: strong numbers were not always called active
VIM-2 inh = blocks Pseudomonas aeruginosa VIM-2 metallo-beta-lactamase | hit rate 0.89% among 290,000 | AID 1527 | purified VIM-2, nitrocefin hydrolysis, epi-absorbance fluorescence | inhibition, % at 5.6 µM;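 active = inhibition above the mean of all tested compounds plus 3 SD, cutoff set per screening run, cut at about 7.5% in these data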;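 note: red hydrolysis product quenches plate fluorescence so inhibitors raise well fluorescence; 0% = enzyme with DMSO and 100% = DMSO without enzyme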
* marks the source's active call; other numbers are inactive results; nt = no result given. An excerpt; rates above refer to the full screens.

SMILES	IMP-1 inh	PHOSPHO1 block	NS3 helicase inh	pCIP destab	MEKK3 PB1 HTS	DNA FID counter	IDE cell activ	UBC9 SUMO inh	VIM-2 inh
CCCN(CCC)Cc1c(C(=O)N/N=C/c2ccco2)nnn1-c1nonc1N	-3.2	16	3	3	101	-16	1	1	-2.5
CC1CCCCN1C(=S)NCCc1ccccc1 (configuration not stated)	-3.0	88*	4	-4	102	-5	0	2	-3.2
CCN1CCSc2ccc(C(=O)NCc3ccc(OC(C)C)cc3)cc21	-1.1	44	-8	-5	105	-29	2	18	-2.0
Cc1ccc(OCC(=O)NNC(=O)[C@@H]2CCCC[C@@H]2C(=O)O)c(Br)c1	-2.0	22	-3	-3	98	-19	-1	-6	-2.7
O=C(NCC1CCCO1)C1CC(=O)N(c2ccccc2)C1 (configuration not stated)	-1.7	44	-3	7	99	-1	4	7	0.4
Cc1nonc1CN(C)C(=O)CC1C(=O)NCCN1Cc1ccccc1C(F)(F)F (configuration not stated)	-3.4	32	1	-11	106	-9	3	-9	-4.6
CN(CCc1ccccn1)C(=O)CCC1CCCN(Cc2ccccc2OC(F)F)C1 (configuration not stated)	-1.9	50	-1	-8	103	5	5	14	-0.8
CCN1C(=O)[C@H]2[C@@H](c3ccc(Cl)cc3)N3C(=O)CN(CC4CC4)C(=O)[C@@]3(C)[C@H]2C1=O	0.6	-41	-22	-7	98	-9	7	10	-0.2
O=C(NC1CCCCC1)c1ccc2c(c1)OCO2	-3.6	40	2	5	103	-6	-1	3	-5.8
CCc1ccc(NC(=O)CSCc2ccc(C(=O)O)cc2)cc1	0.1	44	3	0	90	-9	2	8	0.5
CNCCOc1ccccc1C(C)(C)C	-4.7	2	-3	-4	105	1	5	-1	-1.2
CCc1cccc(NC(=O)c2ccc(Br)o2)c1	-2.2	-13	-5	17	nt	-1	-7	16	-2.2
CC(=O)Nc1ccc(NC(=O)C(C)OC(=O)CCC(=O)c2ccc(F)cc2)cc1 (configuration not stated)	-4.9	2	-3	-18	93	-11	0	6	-7.2
CCCCn1c(N)c(N(CC)C(=O)c2ccc(C#N)cc2)c(=O)[nH]c1=O	-3.8	30	-7	-6	99	-6	-1	12	-2.5
O=C(Nc1nc(-c2cccc(Br)c2)cs1)Oc1ccccc1	-0.6	26	-9	3	99	2	-1	-13	0.3
CCCCOc1ccc(-c2csc(N)n2)cc1[N+](=O)[O-]	-1.8	-17	5	1	103	0	2	-22	-2.5
O=C1CCC([N+](=O)[O-])C(c2ccccc2C(F)(F)F)N1 (configuration not stated)	-3.4	nt	-2	-1	100	-1	5	0	-1.7
CC(C)c1c(C(=O)N/N=C/c2ccncc2)nnn1-c1nonc1N	0.4	nt	1	-2	105	-15	5	12	-3.1
NC(=O)c1ccc(=O)n(Cc2ccc(Cl)cc2Cl)c1	-3.3	33	10	-9	103	-5	1	17	1.2
Cc1ccc(NC(=O)c2cc(NC(=O)c3ccco3)ccc2N2CCOCC2)cc1Cl	-2.6	-4	-1	-12	109	-7	-5	3	-1.9
COc1cccc(C2(O)C(=O)Nc3ccccc32)c1 (configuration not stated)	-3.9	3	2	-10	102	-7	-5	9	-2.1
COc1ccc(NC(=O)CN2C(=O)NC3(CCCC3)C2=O)cc1OC	-3.2	20	10	-1	95	-6	5	18	-1.8
O=C(Nc1cccnc1Cl)c1ccc(S(=O)(=O)N2CCCCCC2)cc1	-2.5	5	-5	-3	nt	-18	1	17	-1.4
CN(C)CCNC(=O)C1(O)c2cc(Br)ccc2NC(=O)N1c1ccc(Cl)cc1 (configuration not stated)	-3.7	50	15	8	105	-2	1	10	-1.6
COC(=O)[C@H](CC(C)C)NC(=O)N1CCC(C)CC1	-3.7	33	13	-2	101	-5	1	4	-1.0

4 compounds out of the list, sorted by molecular weight, ascending:
SMILES	IMP-1 inh	PHOSPHO1 block	NS3 helicase inh	pCIP destab	MEKK3 PB1 HTS	DNA FID counter	IDE cell activ	UBC9 SUMO inh	VIM-2 inh
O=C(NC1CCCCC1)c1ccc2c(c1)OCO2	-3.6	40	2	5	103	-6	-1	3	-5.8
COc1cccc(C2(O)C(=O)Nc3ccccc32)c1 (configuration not stated)	-3.9	3	2	-10	102	-7	-5	9	-2.1
CCc1ccc(NC(=O)CSCc2ccc(C(=O)O)cc2)cc1	0.1	44	3	0	90	-9	2	8	0.5
CN(CCc1ccccn1)C(=O)CCC1CCCN(Cc2ccccc2OC(F)F)C1 (configuration not stated)	-1.9	50	-1	-8	103	5	5	14	-0.8

Other records follow:
SMILES	IMP-1 inh	PHOSPHO1 block	NS3 helicase inh	pCIP destab	MEKK3 PB1 HTS	DNA FID counter	IDE cell activ	UBC9 SUMO inh	VIM-2 inh
O=C(Nc1ccc(Oc2ccc3c(c2)C(=O)N(c2ccc(O)cc2)C3=O)cc1)c1cccs1	-4.6	-1	-5	2	96	4	1	0	-2.7
Cc1c(CCC(=O)NCCCCCC(=O)O)c(=O)oc2cc3occ(-c4ccccc4)c3cc12	-2.4	15	35	-3	102	-50	-1	17	0.7
O=C1C(=O)c2ccccc2C(O)=C1c1cccc([N+](=O)[O-])c1	-2.2	1	11	-16	103	-1	nt	6	-2.5
CCOc1ncccc1C(=O)OCC(=O)c1ccccc1	-1.9	47	13	3	96	-8	3	4	-1.4
Nc1nc(SCc2ccc(Cl)cc2Cl)n[nH]1	-3.9	1	0	4	113	0	2	0	-4.0
C/C=C/C(=O)Nc1cccc(C2=NOC3(C2)C[C@@H](C(N)=O)N(C(=O)c2cc([N+](=O)[O-])cc([N+](=O)[O-])c2C)C3)c1 (some centres not stated)	nt	31	nt	-7	69	nt	0	10	nt
CCN(C(=O)Cn1c(=O)n(-c2cc(OC)c(OC)c(OC)c2)c(=O)c2ccccc21)c1cccc(C)c1	-2.9	-10	-6	8	100	-4	3	12	-1.0
O=C(c1ccco1)N1CCN(C(=O)c2cnn(-c3cccc(F)c3)c2C2CCNCC2)CC1	-3.1	40	9	12	105	-1	-1	-7	-2.5
COc1ccc(S(=O)(=O)NC2(C(F)(F)F)N=C(c3ccccc3)NC2=O)cc1 (configuration not stated)	-1.9	0	-8	-6	96	2	1	3	-3.2
COC(=O)c1sc(NC(=O)C(C)C)c(C(=O)OC)c1C	-1.6	-4	-5	-27	103	-3	1	22	-1.3
Cc1ccc2nc(=O)c(NNc3ccccc3)cnc2c1	-3.7	10	6	7	98	-14	1	-11	-1.7
CCCCN(c1ccccc1)c1ncnc(N)c1[N+](=O)[O-]	-3.1	-3	3	-2	102	-7	0	-13	-1.5
CCCN(CCC)c1nc2ccccc2n2c(C)nnc12	-2.1	6	-1	3	89	-16	-1	11	-0.2
CC(=O)c1c(C)[nH]c(C(=O)N2CCN(c3ncccn3)CC2)c1C	-0.1	9	-13	-20	109	-6	8	-3	-0.9
CCc1ccc(CNC(=O)c2cc3c(C)nc4ccccc4c3o2)cc1	-2.8	14	-14	-14	108	-15	-1	-25	-4.1
COc1cc(NC(=O)C2CC2C)c(C(=O)O)cc1OC (configuration not stated)	-2.5	-4	11	-1	105	-6	6	11	1.2
Cc1onc(-c2c(Cl)cccc2Cl)c1COC(=O)c1ccc(Cl)cc1	-2.1	17	5	-10	91	-12	-1	-9	-2.6
N#CCCN(C(=O)Cn1nc(C(=O)O)c2ccccc2c1=O)c1ccccc1	-2.0	43	9	-8	99	-19	4	6	0.3
Cc1c(NC(=S)NC(=O)c2cccc(Cl)c2)c(=O)n(-c2ccccc2)n1C	0.9	-2	1	4	100	-23	6	7	0.4
O=C(c1ccc(Cl)cc1[N+](=O)[O-])N1CCc2ccccc2C1	-2.7	48	11	-16	103	-5	-6	2	-3.1
O=C(Oc1cccc(C(=O)N2CCOCC2)c1)c1ccc(Br)cc1	-0.8	-3	4	-4	95	-14	6	-16	-5.6
CCN1CCN(C(C)C(=O)NC2CCCCC2)CC1 (configuration not stated)	-0.1	25	6	1	90	5	-2	-1	-1.0
Cn1nc(C(F)(F)F)c(-c2ccc(Br)cc2)c1NC(=O)Nc1ccc(F)cc1F	-3.8	32	4	-8	133*	-4	10	-1	-2.1
O=C(Nc1ccc(Br)cc1)c1cccc(-n2cnnn2)c1	-2.7	4	-7	8	104	4	-2	-2	-2.6
O=C(COc1ccc2c(c1)CCC2)N1CCN(c2ccccc2F)CC1	-2.7	-1	-12	-13	142*	-36	3	-10	-0.1
The listing continues.
SMILES	IMP-1 inh	PHOSPHO1 block	NS3 helicase inh	pCIP destab	MEKK3 PB1 HTS	DNA FID counter	IDE cell activ	UBC9 SUMO inh	VIM-2 inh
COC(=O)c1cc2c(ccn2-c2ccc(F)cc2)n1CC(=O)C(C)(C)C	-3.1	16	0	11	108	-11	-1	-10	-2.3
CC(C)(C)C(=O)N(Cc1ccc(Cl)cc1)c1cnccn1	-2.8	nt	-10	5	105	-15	8	-14	0.2
Cc1cc(=O)oc2c(C)c(OCC(=O)N3CC[C@@]4(O)CCCC[C@H]4C3)ccc12	-3.5	19	-8	-7	103	-25	0	9	-0.1
CCCC(=O)NCCc1cc2ccc(OC)cc2[nH]c1=O	-1.8	13	9	-5	97	-7	-7	13	-1.8
COC(=O)c1cc([N+](=O)[O-])ccc1N1CCN(Cc2ccccc2)CC1	-4.8	-6	-9	-2	98	5	-3	11	1.1
COCCCn1ccc(O)c(Cc2ccc(F)cc2)c1=O	-2.4	12	-7	-1	99	0	3	-11	-7.3
COc1ccccc1C(=O)O/N=C1/CCCc2c1ccc(OC)c2[N+](=O)[O-]	-2.0	22	-7	-14	106	-3	-1	21	-2.8
Cc1ccc(CNC(=O)C2CCC(=O)N(CCCN3CCOCC3)C2)cc1 (configuration not stated)	-1.9	19	0	-12	100	-5	-4	-4	-1.6
CN(C)CCCn1c(=O)n(CCc2ccccc2)c(=O)c2c3c(sc21)CCCCC3	-3.5	37	-98	3	103	11	-5	-16	-2.1
Cc1cc(=O)nc2c3ccccc3n(CC(=O)NCCCN3CCCC3=O)n12	-0.8	44	2	-16	102	-8	5	4	1.4
[O-]/C(=C(\C(=S)NCc1ccccc1)[n+]1ccccc1)c1ccc(Cl)cc1	-4.0	0	10	0	110	2	nt	-2	-4.6
COc1ccc(C(=O)N2CC(=O)Nc3ccccc32)cc1S(=O)(=O)N1CCCC1	0.4	13	2	1	nt	-3	2	12	-0.5
Cc1ccc(C(=O)c2nocc2C(=O)c2cccs2)cc1	-3.0	-11	6	-18	105	8	6	23	-2.5
Cc1cc(C(=O)COc2ccc(F)cc2Br)c(C)n1C	0.5	32	0	13	105	-6	8	6	0.0
COc1ccc(CCNC(=O)c2cc3c(=O)n4ccccc4nc3n(Cc3ccco3)c2=N)cc1OC	-2.9	22	-6	0	101	-3	1	17	8.1*
C=CCn1c(SCC(=O)N2CCOCC2)nc2ccccc2c1=O	-6.2	24	13	-1	99	-20	-7	-9	-3.1
CC1CCc2sc3ncnc(N4CCN(CCO)CC4)c3c2C1 (configuration not stated)	-0.6	24	-6	9	100	-1	0	1	1.0
